TAAR1 antagonist: antagonists of human TAAR1. inhibition, % at 3 µM. actives 1.5% (n = 360,000). CHO RD-HGA16 TAAR1, Fluo-8 calcium fluorescence, antagonist;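 active = inhibition above a per-plate cutoff, the mean inhibition of test compounds on that plate plus 3 SD, cut at about 49% in these data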;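 note: 0% = DMSO plus EC80 beta-PEA response and 100% = DMSO alone without agonist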
Target sequence (Q96RJ0 whole entry, looked up): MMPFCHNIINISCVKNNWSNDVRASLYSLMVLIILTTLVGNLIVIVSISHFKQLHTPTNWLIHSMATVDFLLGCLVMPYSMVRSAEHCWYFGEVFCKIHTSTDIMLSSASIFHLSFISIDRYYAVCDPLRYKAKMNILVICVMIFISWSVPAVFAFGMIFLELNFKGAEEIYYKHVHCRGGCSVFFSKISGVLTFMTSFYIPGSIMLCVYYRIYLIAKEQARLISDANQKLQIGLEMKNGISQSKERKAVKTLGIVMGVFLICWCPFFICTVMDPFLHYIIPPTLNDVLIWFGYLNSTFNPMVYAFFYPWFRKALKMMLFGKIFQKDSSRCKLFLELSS
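Test system: RD-HGA16 CHO cells with stable hTAAR1 and Gα16 / Probe or stimulus: EC80 β-phenethylamine stimulus / Times: seeding 17-24 h prior, 75-min 37 °C, 30-min RT dye loading / Detection: Fluo-8 calcium-sensitive fluorescence / Read-out basis: % inhibition scaled between DMSO and EC80 PEA controls / Repeats: singlicate, one well per test compound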
M1 PAM parental: counter-screen for M1 PAMs: effect in parental CHO-K1 cells | ATP EC20, Fluo-8 calcium fluorescence; 0% at ATP EC20, 100% at ATP max | activation, % at 3 µM | actives 0.02% (n = 360,000);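 active = activation above the run cutoff, the mean activation of all test compounds plus 3 SD, cut at about 40% in these data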;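 note: peak over basal fluorescence ratio in a 140 s read after ATP addition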
OXTR potentiator: potentiators of human oxytocin receptor. P30559. CHO-OTR cells, Fluo-8 calcium fluorescence, potentiator mode; 0% = oxytocin EC15, 100% = EC100. activation, % at 3 µM. actives 0.061% (n = 320,000);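 active = activation above that plate's cutoff, the mean activation of tested compounds plus 3 SD, cut at about 6.6% in these data, passing the limit was not always enough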;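 note: 100% uses oxytocin at 75 nM as the full agonist control; some results filed as inactive read as strong as hits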
Target sequence (P30559 whole entry, looked up): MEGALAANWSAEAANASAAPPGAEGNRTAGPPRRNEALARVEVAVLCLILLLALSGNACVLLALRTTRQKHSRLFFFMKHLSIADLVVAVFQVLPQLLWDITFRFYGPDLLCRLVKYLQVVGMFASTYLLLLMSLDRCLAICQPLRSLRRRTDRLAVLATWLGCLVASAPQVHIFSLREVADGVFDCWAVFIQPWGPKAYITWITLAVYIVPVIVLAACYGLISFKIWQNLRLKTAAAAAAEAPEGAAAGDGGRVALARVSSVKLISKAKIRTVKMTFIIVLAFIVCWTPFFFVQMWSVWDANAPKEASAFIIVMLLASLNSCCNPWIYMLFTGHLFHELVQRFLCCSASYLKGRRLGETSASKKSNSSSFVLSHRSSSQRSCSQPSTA
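Replication – single well per compound, singlicate · Assay system – CHO cell line stably expressing human OTR · Timing – 6 min pre-incubation, 100 s read · Measure – normalized max/min fluorescence ratio, % activation · Doses – 3.0 µM, one dose · Detection – Fluo-8 calcium dye fluorescence · Probe or stimulus – oxytocin near EC15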
GPR7 antag: blocks human GPR7 receptor signaling | P48145 | GPR7-expressing cells, fluorescence antagonist assay | inhibition, % at 4.4 µM | actives 1.1% (n = 290,000) | AID 1861; in the data active = inhibition above about 16%, passing the limit was not always enough;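 note: cells stimulated with the agonist NPW; 0% = agonist with vehicle and 100% = vehicle without agonist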
Target sequence (P48145 whole entry, looked up): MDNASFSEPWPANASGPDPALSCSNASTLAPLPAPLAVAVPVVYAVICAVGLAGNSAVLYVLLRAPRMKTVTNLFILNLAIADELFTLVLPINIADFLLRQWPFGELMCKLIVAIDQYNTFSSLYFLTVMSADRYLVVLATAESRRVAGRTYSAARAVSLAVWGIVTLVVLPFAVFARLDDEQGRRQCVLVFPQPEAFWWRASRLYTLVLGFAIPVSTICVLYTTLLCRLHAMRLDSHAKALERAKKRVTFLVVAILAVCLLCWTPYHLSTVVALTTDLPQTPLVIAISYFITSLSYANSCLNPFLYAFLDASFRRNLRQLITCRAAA
CHO-K1 Ca antag: M1 antagonist counterscreen hit in parental CHO-K1 cells; ATP-induced calcium, Fluo-8 fluorescence; inhibition, % at 3 µM; actives 0.6% (n = 360,000);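 active = inhibition above a per-plate cutoff, the plate's mean sample inhibition plus 3 SD, cut at about 24% in these data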;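 note: 0% = DMSO plus EC80 ATP and 100% = DMSO alone without ATP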
OXTR agonist: activates the human oxytocin receptor | P30559 | CHO-OTR cells, Fluo-8 calcium fluorescence; normalized: DMSO 0%, oxytocin 100% | activation, % at 3 µM | actives 0.32% (n = 320,000) | AID 2435;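 active = activation above the mean of all tested compounds plus 3 SD, cutoff set per screening run, cut at about 20% in these data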;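 note: peak over basal fluorescence ratio from a 100 s FLIPR kinetic read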
V1R ag counter: activates human V1a receptor in oxytocin agonist counter-screen; P37288; CHO-V1R cells, Fluo-8 calcium fluorescence, agonist mode; 0% DMSO, 100% 3 nM vasopressin; activation, % at 3 µM; actives 0.25% (n = 320,000); AID 2797;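 active = activation above the mean activation of all tested compounds plus 3 SD, per screening run, cut at about 20% in these data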;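 note: signal is peak over basal fluorescence ratio across a 100 second FLIPR read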
CHO parental Ca: counter-screen: ATP calcium response change in parental CHO cells | actives 0.63% (n = 330,000) | inhibition, % at 5.6 µM | parental CHO-K1, ATP-induced calcium, Fluo-8 fluorescence | AID 463079;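 active = inhibition above that plate's mean sample inhibition plus 3 SD, cut at about 26% in these data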;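 note: 0% = ATP-challenged DMSO wells and 100% = DMSO wells without ATP; some compounds past the cut are filed as inactive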
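Test system: untransfected parental CHO cell line; also added: ATP stimulus; dosing: 5.6 µM, single dose; signal: calcium-sensitive Fluo-8 fluorescence; measure: percent inhibition of ATP-evoked calcium rise, normalized to controls; benchmarks: low control ATP plus DMSO, high control DMSO only; replication: one well per compound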
CHO-K1 Ca ag: M1 agonist counterscreen hit in parental CHO-K1 cells | activation, % at 3 µM | actives 0.48% (n = 360,000) | Fluo-8 calcium fluorescence; scaled to maximal ATP response, vehicle zero | AID 602248; in the data active = activation above about 15%;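 note: untransfected CHO-K1 host cells lacking M1 receptor as counterscreen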
* = called active by the depositor; · = no result given. Some of the compounds tested, so the mix of outcomes need not match the whole.

SMILES	TAAR1 antagonist	M1 PAM parental	OXTR potentiator	GPR7 antag	CHO-K1 Ca antag	OXTR agonist	V1R ag counter	CHO parental Ca	CHO-K1 Ca ag
Cc1ccc(-n2c(O)c(C=N)c(=O)n(-c3ccc(C)cc3)c2=O)cc1	8	4	1	-7	3	0.6	-1.1	-4	0.4
CCCCCCNC(=O)N[C@H](Cc1ccc(O)cc1)C(=O)NCCC[C@H]1CN2C(=NC[C@H]2CCC)N1CC1CCC1	·	·	-6	·	·	-0.3	0.1	-20	·
Oc1ccc(/C=N/NP(=S)(c2ccccc2)c2ccccc2)cc1O	-22	9	-6	-4	-1	-1.2	0.3	3	0.7
O=C(N/N=C/c1c(O)n(C2CCCCC2)c(=S)[nH]c1=O)c1ccccc1O	-15	2	-3	5	-4	-0.7	-0.5	-16	0.0
CC(=Nc1ccc2c(c1)CCC2)c1c(O)n(C2CCCCC2)c(=O)[nH]c1=O	7	6	6	-10	-4	-0.2	-0.6	-5	0.5
COC(=O)C1=C(c2cccc(OCc3ccccc3)c2)C[C@@H]2CC[C@H]1N2C(=O)NCc1ccc2[nH]ccc2c1	21	7	-6	·	-12	0.6	0.9	-6	0.8
CCCCC1(CCC)C(=O)NC(=S)NC1=O	-39	-11	·	·	-10	·	·	·	-0.4
C=C1C(C)C2C(Cc3ccccc3)NC(=O)C23C(OC(C)=O)C=CC(C)(O)CC(C)CC=CC3C1O (centres undefined)	-7	10	·	·	-17	·	·	·	0.2
CCOC(=O)C1(CCc2ccccc2)CCN(Cc2cccc3c2OCO3)CC1	10	-3	-10	-2	10	0.9	3.1	-8	4.7
COC(=O)C(O)(c1ccc(N(C)C(=O)c2ccc(Cl)c(Cl)c2)cc1)C(F)(F)F (centres undefined)	16	24	-7	33*	-10	1.1	2.3	-14	3.8
Cc1ccccc1C(=O)N1Cc2ccccc2-n2nncc2C1	-7	5	·	·	-8	·	·	·	0.2
CC(C)C(NC(=O)C(C(C)C)N(C)C)C(=O)N(C)C(C(=O)N1CCCC1C(=O)N1CCCC1C(=O)NCc1ccccc1)C(C)C (centres undefined)	8	16	·	·	-20	·	·	·	0.8
CN1CC2CN(Cc3ccccc3)S(=O)(=O)C2C1 (centres undefined)	-6	6	·	·	-11	·	·	·	0.6
CN1Cc2cccnc2N(C)Cc2cc(Cl)ccc21	-3	17	-2	-16	-1	-2.9	0.3	-10	0.7
O=C1CC(=O)N(c2ccccc2)C(=O)N1	-13	27	·	·	-16	·	·	·	0.9
Cn1cc(C=C2C(=O)NC(=O)NC2=O)c2ccccc21	5	6	-7	-10	-14	0.3	1.6	3	0.4
CCCCN1C(=O)NC(=O)C2(Cc3c(nc4ccccn4c3=O)N3CCc4ccccc4C32)C1=O (centres undefined)	24	11	-9	-11	2	12	12	-5	4.2
O=c1[nH]c(O)c(/C=C2/C=CC(c3cc(Cl)ccc3Cl)=N2)c(=O)[nH]1	-5	2	-12	2	-8	0.1	3.4	6	0.4
C/C(=N\Nc1cccc2ccccc12)c1c(O)n(Cc2ccccc2)c(=O)[nH]c1=O	-5	3	-9	-7	2	-0.8	-0.8	-8	0.6
CCN(CC)C(=O)Cn1cc(/C=C2\C(=O)NC(=O)N(c3ccccc3F)C2=O)c2ccccc21	17	11	-23	-28	-1	-1.3	0.2	-2	0.6

Reformatted: four of the compounds above
SMILES,TAAR1 antagonist,M1 PAM parental,OXTR potentiator,GPR7 antag,CHO-K1 Ca antag,OXTR agonist,V1R ag counter,CHO parental Ca,CHO-K1 Ca ag
CC(C)C(NC(=O)C(C(C)C)N(C)C)C(=O)N(C)C(C(=O)N1CCCC1C(=O)N1CCCC1C(=O)NCc1ccccc1)C(C)C (centres undefined),8,16,·,·,-20,·,·,·,0.8
CN1CC2CN(Cc3ccccc3)S(=O)(=O)C2C1 (centres undefined),-6,6,·,·,-11,·,·,·,0.6
CN1Cc2cccnc2N(C)Cc2cc(Cl)ccc21,-3,17,-2,-16,-1,-2.9,0.3,-10,0.7
O=C1CC(=O)N(c2ccccc2)C(=O)N1,-13,27,·,·,-16,·,·,·,0.9

Next structures
SMILES	TAAR1 antagonist	M1 PAM parental	OXTR potentiator	GPR7 antag	CHO-K1 Ca antag	OXTR agonist	V1R ag counter	CHO parental Ca	CHO-K1 Ca ag
CCCCCn1c(=O)c(C(=O)NCc2ccncc2)c(O)c2ccccc21	-16	4	-9	-11	-6	-1.4	0.6	-50	-0.3
CCN1C[C@]2(COC)CC[C@H](OC)[C@@]34C5C[C@H]6C(=O)C5[C@](O)(C[C@H]6OC)[C@@](O)(C(OC)C23)[C@@H]14 (some centres undefined)	3	-8	-6	·	3	0.3	-0.6	-7	0.2
OC(c1ccccc1)(c1ccccc1)C1CN2CCC1CC2 (centres undefined)	7	5	-16	-1	-14	0.0	0.1	1	1.0
COc1ccc(C(=O)CC(c2ccc(OC)c(OC)c2)c2c(O)c3ccccc3oc2=O)cc1OC (centres undefined)	13	-2	·	·	7	·	·	·	-0.2
C=CCn1c(O)c(C=NCCN2CCOCC2)c(=O)[nH]c1=S	-18	8	-1	7	0	0.2	0.7	6	0.9
CCCCc1nc2ccccc2c(=O)n1-c1ccc(Cl)cc1[N+](=O)[O-]	24	9	-4	-7	-11	-1.8	-1.5	-21	0.2
Cc1cc(-c2ccc(N)c(C)c2)ccc1N	6	14	·	·	-19	·	·	·	0.8
C=CCn1c(O)c(C(CC)=Nc2ccc(NC(C)=O)cc2)c(=O)[nH]c1=O	0	-14	-3	-9	-2	-0.3	1.1	-16	0.0
CC(=O)C1C(N2CC2)CC2C3CC=C4CC(O)CCC4(C)C3CCC21C (centres undefined)	-25	-4	·	·	-13	·	·	·	-0.1
CC(=O)O/C(=C1\CC2C3CC=C4CC(OC(C)=O)CCC4(C)C3CCC2(C)C1=O)C(F)(F)F (centres undefined)	1	5	·	·	-2	·	·	·	-0.1
O=C1NCN(c2ccccc2)C12CCN(C(c1ccccc1)c1nnnn1Cc1ccccc1)CC2 (centres undefined)	53*	11	·	·	-10	·	·	·	4.2
C=C1C(O)[C@@H]2O[C@]3(CC[C@H](/C=C/C(C)[C@@H]4CC(C)=CC5(O[C@H](C[C@@](C)(O)C(=O)O)CCC5O)O4)O3)CC[C@H]2O[C@@H]1C(O)CC(C)[C@H]1OC2(CCCCO2)CCC1C (some centres undefined)	·	·	-3	·	·	1.2	1.2	-10	·
COc1cccc(C2C([N+](=O)[O-])=C(N)Oc3c2c(=O)oc2ccccc32)c1 (centres undefined)	-11	7	-8	6	0	1.3	0.8	0	1.0
Cn1c(O)c(/C=C2\C=c3ccccc3=NC2=O)c(=O)n(C)c1=O	-7	-8	·	-6	-14	·	·	·	0.1
CCOP(=O)(OCC)C(NC(=O)c1ccc(Cl)cc1)=C(Cl)Cl	-16	-10	-7	-1	-6	-1.4	0.7	-14	-0.2
COCCNC(=O)N1[C@H]2CC[C@@H]1C(C(=O)OC)=C(c1ccc(OC(F)(F)F)cc1)C2	4	-10	-3	·	-3	0.6	2.4	-13	-0.4
COc1ccc(C2=NCC(=S)Nc3ccc(Cl)cc32)cc1OC	-14	21	-3	·	-8	-1.9	-0.8	-8	1.7
O=Cc1cn(Cc2c(F)cccc2Cl)nc1-c1ccccc1	-47	8	1	·	-6	-3.4	-1.2	-11	1.2
CC(=O)C1CCC2C3CCC4CC(O)CCC4(C)C3C(O)CC12C (centres undefined)	-2	8	·	·	-17	·	·	·	2.0
O=Cc1c(C(=O)O)n(Cc2ccccc2F)c2ccccc12	-14	-10	-13	-6	-17	-0.1	0.0	-8	0.6

For convenience, some entries already given.
SMILES	TAAR1 antagonist	M1 PAM parental	OXTR potentiator	GPR7 antag	CHO-K1 Ca antag	OXTR agonist	V1R ag counter	CHO parental Ca	CHO-K1 Ca ag
Cn1c(O)c(/C=C2\C=c3ccccc3=NC2=O)c(=O)n(C)c1=O	-7	-8	·	-6	-14	·	·	·	0.1
CCOP(=O)(OCC)C(NC(=O)c1ccc(Cl)cc1)=C(Cl)Cl	-16	-10	-7	-1	-6	-1.4	0.7	-14	-0.2
COCCNC(=O)N1[C@H]2CC[C@@H]1C(C(=O)OC)=C(c1ccc(OC(F)(F)F)cc1)C2	4	-10	-3	·	-3	0.6	2.4	-13	-0.4
COc1ccc(C2=NCC(=S)Nc3ccc(Cl)cc32)cc1OC	-14	21	-3	·	-8	-1.9	-0.8	-8	1.7
O=Cc1cn(Cc2c(F)cccc2Cl)nc1-c1ccccc1	-47	8	1	·	-6	-3.4	-1.2	-11	1.2
CC(=O)C1CCC2C3CCC4CC(O)CCC4(C)C3C(O)CC12C (centres undefined)	-2	8	·	·	-17	·	·	·	2.0
O=Cc1c(C(=O)O)n(Cc2ccccc2F)c2ccccc12	-14	-10	-13	-6	-17	-0.1	0.0	-8	0.6

Further records:
SMILES	TAAR1 antagonist	M1 PAM parental	OXTR potentiator	GPR7 antag	CHO-K1 Ca antag	OXTR agonist	V1R ag counter	CHO parental Ca	CHO-K1 Ca ag
CCOC(C(=O)OCC(O)CN(CC)CC)(c1ccccc1)c1ccccc1 (centres undefined)	8	17	0	10	-11	4.4	0.9	-8	0.7
O=S(=O)(NC1CN2CCC1CC2)c1ccc(Cl)cc1 (centres undefined)	-6	-11	-1	-11	-8	0.6	-0.1	-2	1.0
CN(C)S(=O)(=O)c1cccc(C(=O)N2CCC(C(=O)O)(c3ccccc3)CC2)c1	1	13	-2	-15	8	1.6	-0.1	3	-0.5
C=CCn1c(O)c(C(C)=Nc2cccc(C(=O)O)c2)c(=O)[nH]c1=O	-24	21	-5	-7	-14	0.7	0.1	-11	0.7
COc1ccc(C(=O)N2CCOCC2)cc1S(=O)(=O)N1CCC(C)CC1	-6	15	-1	-10	-5	1.2	0.2	-1	0.3
N#Cc1ccccc1OCC(=O)N1CCN(CC(=O)Nc2ccc(F)cc2)CC1	-27	2	·	·	-1	·	·	·	0.2
Fc1ccccc1N1CCN(Cc2c(F)cccc2F)CC1	-3	10	0	4	-22	-1.7	-0.7	-11	-0.4
CC(C)CC12CN3CCN(CC(C3)/C1=N/O)C2	-5	15	1	-7	-5	1.4	0.0	-1	0.5

Bioassay records: PubChem, The Scripps Research Institute Molecular Screening Center
